Assay outcomes (PubChem)
MsrA inhibitor: bovine MsrA enzyme inhibitors, primary screen, biochemical, absorbance, HTS | Methionine sulfoxide reductase A (Bos taurus) | purified bovine MsrA, absorbance read-out | inhibition, % at 15.5 µM | 360,000 tested, 0.75% active; in the data active = inhibition above about 4.5%;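 also: 0% = vehicle wells with enzyme and 100% = reference inhibitor wells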
Rin1 Abl inh: inhibitors of Rin1-Abl protein binding, primary screen, biochemical, TR-FRET | Tyrosine-protein kinase ABL1 (Homo sapiens) + Ras and Rab interactor 1 (Homo sapiens), … | inhibition, % at 7.35 µM | 360,000 tested, 0.4% active; in the data active = inhibition above about 5%, passing the limit was not always enough
Tb MetRS inh: T. brucei MetRS inhibitors, primary screen, biochemical, luminescence; inhibition, % at 11.9 µM; AID 624268, 2012; 360,000 tested, 0.4% active; purified T. brucei MetRS, ATP depletion, Kinase-Glo luminescence;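 active = inhibition above a per-plate cutoff of the control wells' mean inhibition plus 3 SD, cut at about 5.5% in these data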;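 also: 0% = DMSO wells median and 100% = median of wells with control inhibitor compound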
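Measured by: Kinase-Glo luciferase luminescence reporting remaining unconsumed ATP. Material: purified T. brucei MetRS enzyme. Doses: 11.9 µM compound single dose, 0.9% DMSO. Medium: HEPES buffer containing pyrophosphatase, BSA, spermine, DTT. Times: 15 min preincubation, 2 h reaction, all 25 °C. Reagent: methionine, ATP and bulk E. coli tRNA.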
FAS TE block: FAS thioesterase domain inhibitors, primary screen, biochemical, fluorescence intensity, uHTS | AID 602261, 2012 | inhibition, % at 15 µM | 360,000 tested, 0.67% active | recombinant FAS-TE, OMFH fluorogenic substrate, fluorescence endpoint;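 active = compounds whose normalised, plate-corrected inhibition of enzyme fluorescence in the single-dose primary screen is 50% or more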;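 also: 0% = DMSO with enzyme and 100% = substrate without enzyme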
CSN deneddyl inh: inhibitors of CSN-mediated cullin deneddylation, primary screen, biochemical, fluorescence polarization, uHTS. COP9 signalosome complex subunit 5 (Homo sapiens), Q92905. 360,000 tested, 0.38% active. inhibition, % at 12.5 µM. AID 651999, 2013. Purified CSN, SCF-Nedd8-OG deneddylation;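 active = pattern-corrected inhibition above about 35%, with an unprinted fluorescence ratio check between 0.5 and 1.5, limit read from the data, passing the limit was not always enough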;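 also: 0% = enzyme with substrate and 100% = substrate without enzyme; some results filed as inactive read as strong as hits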
Target sequence (Q92905 whole entry, looked up, one chain of several): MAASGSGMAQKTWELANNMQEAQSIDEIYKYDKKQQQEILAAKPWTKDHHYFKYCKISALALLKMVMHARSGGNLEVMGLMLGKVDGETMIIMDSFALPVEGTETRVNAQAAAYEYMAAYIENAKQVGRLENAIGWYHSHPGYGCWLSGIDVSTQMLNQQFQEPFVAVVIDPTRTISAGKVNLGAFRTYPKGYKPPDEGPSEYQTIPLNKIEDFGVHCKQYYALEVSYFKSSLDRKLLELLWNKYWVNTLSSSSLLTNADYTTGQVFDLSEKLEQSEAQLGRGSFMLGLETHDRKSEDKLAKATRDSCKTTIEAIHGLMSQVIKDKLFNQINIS
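Assay system: HEK293T-derived human Csn5 enzyme; quantity: 0.24 nM enzyme; medium: Tris/NaCl/DTT buffer, pH 7.5; also added: substrate SCFSkp2-Nedd8OG, 10 nM; doses: 12.5 µM compound; schedule: 90 min reaction at room temperature; signal: FP; read-out: % inhibition of substrate cleavage by Csn5; benchmarks: substrate-only high control, full reaction low control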
eLon inh: inhibitors of E. coli Lon protease, primary screen, biochemical, fluorescence polarization; inhibition, % at 7.94 µM; P0A9M0; 360,000 tested, 0.42% active; purified E. coli Lon protease; in the data active = inhibition above about 13%, passing the limit was not always enough;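 also: 0% = enzyme with probe and DMSO and 100% = no enzyme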
Target sequence (P0A9M0 whole entry, looked up): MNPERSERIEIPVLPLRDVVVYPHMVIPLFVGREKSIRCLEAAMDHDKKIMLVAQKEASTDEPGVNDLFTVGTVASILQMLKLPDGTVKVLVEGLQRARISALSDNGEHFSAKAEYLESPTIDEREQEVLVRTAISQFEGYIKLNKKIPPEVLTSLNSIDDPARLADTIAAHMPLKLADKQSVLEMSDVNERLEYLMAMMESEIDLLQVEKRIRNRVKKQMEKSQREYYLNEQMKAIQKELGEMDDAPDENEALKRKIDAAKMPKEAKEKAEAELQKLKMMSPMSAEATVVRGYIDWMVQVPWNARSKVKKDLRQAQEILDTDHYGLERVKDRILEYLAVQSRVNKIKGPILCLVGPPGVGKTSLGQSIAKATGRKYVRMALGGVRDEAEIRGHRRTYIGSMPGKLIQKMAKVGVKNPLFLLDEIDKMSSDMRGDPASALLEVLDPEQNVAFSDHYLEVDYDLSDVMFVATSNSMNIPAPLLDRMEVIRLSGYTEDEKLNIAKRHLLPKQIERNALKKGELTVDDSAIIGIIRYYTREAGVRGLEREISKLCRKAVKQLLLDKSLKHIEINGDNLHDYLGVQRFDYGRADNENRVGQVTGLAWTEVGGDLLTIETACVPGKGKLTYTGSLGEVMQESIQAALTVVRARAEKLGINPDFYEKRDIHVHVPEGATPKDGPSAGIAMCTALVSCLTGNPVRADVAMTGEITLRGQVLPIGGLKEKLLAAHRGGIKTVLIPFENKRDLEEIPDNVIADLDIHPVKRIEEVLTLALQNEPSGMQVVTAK
PABP1 MLLE inh: inhibitors of PABP1 MLLE–PAM2 peptide binding, primary screen, biochemical, fluorescence polarization, FITC-PAM2, GST-MLLE; inhibition, % at 20 µM; 360,000 tested, 0.36% active; AID 588489, 2011; in the data active = inhibition above about 35%, passing the limit was not always enough;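 also: plate controls were DMSO wells with GST-MLLE for no effect and wells lacking GST-MLLE protein for full effect; some results filed as inactive read as strong as hits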
bovine MsrA act: bovine MsrA enzyme activators, primary screen, biochemical, absorbance, HTS; purified bovine MsrA, absorbance read-out; activation, % at 10.6 µM; 360,000 tested, 0.3% active; AID 602163, 2012; in the data active = activation above about 7.5%;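 also: 0% = vehicle and 100% = reference activator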
Neddyl block: inhibitors of cullin neddylation, primary screen, biochemical, TR-FRET, uHTS, NAE and Ubc12; calls only at 25 µM; 360,000 tested, 0.58% active; AID 651699, 2012; in the data active = inhibition above about 36%
An asterisk follows results filed as active; i = inactive; x = not tested or not shown; + = active, no number; & = joins results of further samples.

SMILES	MsrA inhibitor	Rin1 Abl inh	Tb MetRS inh	FAS TE block	CSN deneddyl inh	eLon inh	PABP1 MLLE inh	bovine MsrA act	Neddyl block
O=C(NCC(c1cccs1)N1CCOCC1)c1cc([N+](=O)[O-])cc([N+](=O)[O-])c1 (stereo not drawn)	1.0	4	-0.4	20	1	-4	3	-9	i
COc1ccc(-c2nc3ccc(Cl)cn3c2Cc2ccccc2)cc1OC	0.4	3	0.1	-5	4	-46	-24	-2	i
CS(=O)(=O)C1=NSC2=NC(=O)/C(=C\c3ccc(OC(=O)c4ccco4)c(Br)c3)C(=N)N21	2.1	-4	0.1	-2	28	-173	-111	-4	i
CCOC(=O)C(CSCC(=O)c1ccc(Cl)cc1)NC(=O)OC(C)(C)C (stereo not drawn)	0.1	-1	-0.4	-2	5	-7	25	-6	i
O=C(Nc1cccnc1)c1cc(-c2cccs2)on1	-0.4	-1	-0.7	-8	9	4	1	-3	i
O=C(NCC[C@H]1CC[C@@H](NC(=O)C2CCOCC2)[C@@H](CO)O1)Nc1ccc(Cl)cc1	0.8	x	0.7	x	-4	x	x	x	i
CCOC(=O)C1=NN(c2ccccc2)C2C(=O)N(c3ccccc3OC)C(=O)C12 (stereo not drawn)	0.1	3	-0.4	3	-3	13	1	-2	i
C[C@@H]1CN([C@H](C)CO)C(=O)CCCn2nncc2CO[C@@H]1CN(C)S(=O)(=O)c1ccc(-n2cccn2)cc1	-0.3	4	1.3	-8	2	-1	0	-2	i
CC(=O)Nc1cccc(-c2ccnc3c2CC(C(=O)NCc2ccncc2)O3)c1 (stereo not drawn)	0.3	-3	-0.2	-6	0	4	-2	-2	i
CSc1nc(-c2ccccc2)nc(NC(C)=O)c1C(C)=O	0.6	0	-0.6	2	-3	-2	-17	-1	i
Cn1cc(S(=O)(=O)N2CCN(c3ccccc3)CC2)c(=O)n(C)c1=O	0.7	3	-0.8	-4	-3	-1	14	0	i
O=C(Nc1ccnn1C1CCN(C(=O)c2ccccc2C(F)(F)F)CC1)C1CC1	-0.2	-4	-0.3	-7	1	-18	6	-3	i
O=C(Nc1ccc2c(c1)C(=O)NC2=O)c1ccc2ncsc2c1	0.2	2	-0.2	-6	5	-2	-5	-2	i
COc1ccc(C(c2nnnn2-c2c(C)cccc2C)N2CCN(C/C=C/c3ccccc3)CC2)cc1 (stereo not drawn)	-0.8	-2	-0.1	12	0	-13	-2	-3	i
O=C1/C(=C/c2ccc(O)cc2)SC(=S)N1Cc1cccnc1	0.5	1	-0.8	-10	7	-13	-136	-4	i
CC(C)c1nc(=S)c2ccccc2[nH]1	2.2	-2	-0.8	-3	-1	2	4	4	i
COc1ccc(-n2c(SCC(=O)NCc3cccs3)nnc2-c2ccoc2C)cc1	-0.6	0	-0.5	4	3	-3	-7	-4	i
COc1ccc(CCN=C(N)C(C)c2ccccc2)cc1OC (stereo not drawn)	-0.6	-2	-0.5	-1	-2	-6	0	2	i
CCOC(=O)C1=C(COC(=O)c2ccc([N+](=O)[O-])o2)NC(=O)NC1C (stereo not drawn)	0.5	0	-0.1	0	-1	-16	-12	-1	i
CN(C(=O)c1cccc(NC(=O)Cc2ccc(NC(=O)C3CCN(S(=O)(=O)c4cccc([N+](=O)[O-])c4)CC3)cc2)c1)C1CCCC1	1.0	-1	-1.6	59*	-5	-9	-10	-5	i

5 entries already listed, ordered by SMILES length, low to high.
SMILES	MsrA inhibitor	Rin1 Abl inh	Tb MetRS inh	FAS TE block	CSN deneddyl inh	eLon inh	PABP1 MLLE inh	bovine MsrA act	Neddyl block
CC(C)c1nc(=S)c2ccccc2[nH]1	2.2	-2	-0.8	-3	-1	2	4	4	i
O=C1/C(=C/c2ccc(O)cc2)SC(=S)N1Cc1cccnc1	0.5	1	-0.8	-10	7	-13	-136	-4	i
Cn1cc(S(=O)(=O)N2CCN(c3ccccc3)CC2)c(=O)n(C)c1=O	0.7	3	-0.8	-4	-3	-1	14	0	i
O=C(Nc1ccnn1C1CCN(C(=O)c2ccccc2C(F)(F)F)CC1)C1CC1	-0.2	-4	-0.3	-7	1	-18	6	-3	i
COc1ccc(C(c2nnnn2-c2c(C)cccc2C)N2CCN(C/C=C/c3ccccc3)CC2)cc1 (stereo not drawn)	-0.8	-2	-0.1	12	0	-13	-2	-3	i

New compounds follow
SMILES	MsrA inhibitor	Rin1 Abl inh	Tb MetRS inh	FAS TE block	CSN deneddyl inh	eLon inh	PABP1 MLLE inh	bovine MsrA act	Neddyl block
CCC(C)[C@H]1CN=C(N)N1CCCc1cc(OC)c(OC)c(OC)c1 (stereo partly drawn)	-0.2	5	-0.3	-11	3	-9	-13	-4	i
COc1ccc(COC(=O)CN2C(=O)NC3(CC(C)CC(C)(C)C3)C2=O)cc1F (stereo not drawn)	0.2	-2	-0.5	8	-4	1	-1	-6	i
Cc1ccc(C(=O)OCCc2sc[n+](Cc3ccccc3)c2C)cc1	0.3	2	-0.7	-11	-1	-7	10	-4	i
CC(C)Nc1nc(-c2ccccc2)nnc1-c1ccccc1	0.5	2	-0.4	7	0	5	1	-2	i
C=C(C)COc1ccc(-c2nc(N)ncc2Oc2ccccc2OC)c(O)c1	2.1	1	-0.6	32	0	-11	-3	-2	i
CC(C)CCNc1ncnc2c1nnn2Cc1ccccc1Cl	-0.3	1	-0.2	-3	4	7	-4	-1	i
CCOC(=O)CNS(=O)(=O)c1ccc2c3c(cccc13)C(=O)N2CC	0.9	-3	0.1	3	-7	2	8	-6	x
Cc1ccccc1-n1c(SCC(=O)Nc2ccccc2Cl)nc2n[nH]c(C)c2c1=N	0.3	-2	-0.2	10	-9	-1	-5	-5	i
CCOC(=O)/C(C#N)=C/c1cccc([N+](=O)[O-])c1	-0.8	3	-0.6	-4	-4	-4	3	-2	i
COC(=O)c1ccc(C(=S)NCC2(N(C)C)CCCCC2)cc1	-0.4	-1	-0.5	1	1	0	17	-3	i
COc1ccc(-n2c(=O)c(CCC(=O)N3CCN(c4ccccc4O)CC3)nc3ccccc32)cc1	1.1	-3	-0.6	2	-4	9	6	-3	i
COc1ccc(C)cc1NC(=O)NC(C)c1ccc2c(c1)OCO2 (stereo not drawn)	0.3	-6	-0.5	8	3	11	12	-2	i
C=CCNC(=S)NNC(=O)c1cccc2ccccc12	-0.4	-2	-0.1	-6	-5	0	-11	4	i
CC(C)Oc1ccc(C(=O)Nc2ccc(NC(=O)c3ccco3)c(Cl)c2)cc1	0.9	0	-0.5	18	0	-1	4	0	x
Cn1c(NC(=O)C(C)(C)Oc2ccc(Cl)cc2)cc(=O)n(C)c1=O	-1.3	0	0.2	0	3	-6	-6	-2	i
CC(=O)N1CCN(CC(c2ccccc2)c2ccccc2)CC1	1.0	0	-0.4	-5	2	-4	2	-2	i
O=C(CSC(=S)N1CCOCC1)N1N=CCC1c1ccccc1 (stereo not drawn)	-1.2	7	-0.2	-7	2	-1	3	2	i
CCCC(=O)C1=C(O)C(C(=O)OC)C(C)(C)CC1=NC(C)(C)C (stereo not drawn)	-0.8	-1	-0.6	-3	0	2	3	0	i
Cc1cccc(-n2c(Cc3cc(=O)[nH]c(=O)[nH]3)nnc2SCC(=O)Nc2cccc(C(F)(F)F)c2)c1	-0.1	3	-0.6	-6	-4	2	7	-7	i
Cc1cc(C)nc(CCNC(=O)CC2C(=O)NCCN2Cc2ccc(F)cc2Cl)n1 (stereo not drawn)	-1.4	-1	0.3	-4	1	2	14	-1	i
Oc1ccc(Cl)cc1C1=NNC(c2cc(Br)cc3c2OCOC3)C1 (stereo not drawn)	0.2	1	-2.7	7	12	-12	-21	-13	i
O=[N+]([O-])c1ccc(COc2ncnc3ccccc23)cc1	-0.5	-4	-0.7	7	2	1	10	-4	i
O=C(CCNC(=O)Cn1ccc2ccccc2c1=O)NCCN1CCN(c2cccc(Cl)c2)CC1	0.3	1	-0.6	-8	-4	1	1	-1	i
COc1ccccc1N(C(=O)c1snc(C(N)=O)c1N)C(C(=O)NC1CCCC1)c1ccco1 (stereo not drawn)	2.0	0	-0.6	-1	9	-7	8	-3	+
CC(=O)N1CCc2c(sc(NC(=O)CCS(=O)(=O)c3ccc(C)cc3)c2C(N)=O)C1	0.5	0	-0.3	-9	4	-2	-4	-1	i
COc1ccc(-n2c(=S)[nH]c3cc(C(=O)NCc4ccco4)ccc3c2=O)cc1OC	2.2&2.9	-1&1	-0.9&0.4	-46&-31	-3&-1	-5&4	11&7	-2&-2	i
Cc1ccc(S(=O)(=O)N2C(=O)CCC2C(=O)O/N=C(\N)c2cccc([N+](=O)[O-])c2)cc1 (stereo not drawn)	-0.5	-1	0.3	6	-2	-4	10	2	i
O=C(c1ccc(F)cc1)N1CCC(n2nnc3ccccc32)CC1	0.8	0	-1.1	8	-5	5	-6	-7	i
COc1cc(C(=O)n2nc(C)cc2C)cc(OC)c1OC	-0.8	5	0.5	-7	0	2	-11	0	i
CCn1c(CC(=O)Nc2ccc(F)cc2)nnc1SCC(=O)Nc1nnc(C)s1	0.1	3	-0.7	-6	-2	8	-1	-2	i
C=CCN(c1ccc(C(=O)NCCc2ccccc2)cc1)S(C)(=O)=O	-0.4	2	-0.9	-5	0	2	3	-12	i
COc1ccc(C)cc1NC(=O)C1CCCN(S(=O)(=O)c2cccc3cccnc23)C1 (stereo not drawn)	x	0	-0.2	6	-1	2	16	0	i
COCCN1Cc2cccc(C(=O)Nc3ccc4c(c3)OCCO4)c2C1=O	1.9	-3	0.2	3	1	2	-13	-2	i
C=CCN1C(=O)CN=C1Nc1ccc(OC)cc1OC	0.8	1	-0.8	-13	4	-6	-9	-10	i
COc1ccc2cc(C(=O)N/N=C/c3cc(OC)c(OC)c(OC)c3)[nH]c2c1	5.8*	0	-0.2	4	2	10	0	-8	+
COc1ccc(CCNC2=NCCS2)cc1	0.6	1	0.7	-16	-1	-3	7	-4	i
O=C(Nc1ccc(C(=O)N2CCCC2)cc1)c1ccccc1Br	-0.5	4	-0.7	-10	4	12	2	-6	i
CC(C)NC(=S)N1CCN(C/C=C/c2ccccc2)CC1	0.7	-1	-0.6	-4	-1	8	-120	-1	i
COc1ccc(/C=N/NC(=O)CSCc2ccc([N+](=O)[O-])cc2)cc1OC	2.0	-4	0.1	-4	5	12	12	-4	i
COC(=O)C1=C(C)N(Cc2ccccc2)C(=NCc2cc(OC)c(OC)c(OC)c2)N[C@H]1c1ccc(Br)cc1	x	2	-0.2	3	-2	-19	-116	-2	i
COCCNC(=O)CCn1nc(-c2ccc(C)cc2)c2ccccc2c1=O	1.0	3	-1.1	-3	2	1	-15	-1	i
CCn1nc(C(=O)OCC(=O)N2CCc3ccccc32)c2ccccc2c1=O	0.6	3	-0.2	10	0	-12	3	2	i
COc1ccc(-c2nnn(CC(=O)N(CCN3CCOCC3)C(C(=O)NC3CCCCC3)c3ccco3)n2)cc1 (stereo not drawn)	-0.1	0	-0.9	-1	-2	6	8	-10	i
N/C(Cc1cccs1)=N\OC(=O)COc1ccccc1	-0.2	-4	-1.0	-5	-1	0	1	-5	i
